Source: PubChem (several laboratories)
Platelet DG rel: modulates dense granule release in human platelets | human platelet-rich plasma, SFLLRN dense granule ATP release, luminescence | inhibition, %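 (compounds screened at 7.5 µM in platelet-rich plasma)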 | 0.22% of 300,000 active;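 active means mean replicate score, as percent of positive control, at or above 50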
HSF1 inh: HSF1 inhibition; NIH3T3-HGL HSE-luciferase, MG132-induced, luminescence 8 h; hits give low values; activity change, negative = inhibition, % at 7.5 µM (by protocol); 0.77% of 300,000 active; AID 2098;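 active means more than half of replicate wells show activity change below -50%, luminescence cut by over half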;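 further: luciferase reports HSF-1 transcriptional activity via heat shock element; 0% = median of DMSO wells and -100% = zero luminescence signal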
KLF5 inh: suppresses KLF5 promoter-driven expression | DLD-1 KLF5 promoter-luciferase reporter, luminescence | inhibition, % at 5 µM | 0.23% of 290,000 active;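 active means inhibition above a per-plate limit of that plate's mean compound inhibition plus 3 SD, cut at about 60% in these data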;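 further: 0% = DMSO wells and 100% = LY294002 at 200 µM; higher means less KLF5 promoter-driven luciferase light; inactives centre near -14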
HSF-1 act: increases HSF-1 driven luciferase reporter signal; NIH3T3-HGL HSF-1 luciferase reporter, MG132, 8 h; 100% = twice DMSO control signal; activation, % at 9 µM; 1.7% of 300,000 active;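 active means mean replicate activation of at least 50% with a set share of replicates each reaching 50%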;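 further: 0% = median of the neutral control wells and 100% = twice that signal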
HSP90 refold inh: blocks HSP90-mediated luciferase refolding in reticulocyte lysate; 0.91% of 290,000 active; Rabbit reticulocyte lysate, luciferase refolding luminescence, 3 h; inhibition, % at 5.6 µM; AID 1789;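 active means inhibition above the screen-wide mean plus 3 SD, computed separately per campaign, cut at about 16% in these data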;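 further: 0% = DMSO wells and 100% = 60 µM geldanamycin wells; inhibitors lower the luminescence because luciferase stays unfolded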
HDAC3 inhib: human HDAC3 inhibition. inhibition, % at 8.3 µM. 0.15% of 320,000 active. AID 2718. recombinant HDAC3, fluorogenic peptide/trypsin coupled, fluorescence; in the data active means inhibition above about 26%, passing the limit was not always enough
Target sequence (O15379 whole entry, looked up): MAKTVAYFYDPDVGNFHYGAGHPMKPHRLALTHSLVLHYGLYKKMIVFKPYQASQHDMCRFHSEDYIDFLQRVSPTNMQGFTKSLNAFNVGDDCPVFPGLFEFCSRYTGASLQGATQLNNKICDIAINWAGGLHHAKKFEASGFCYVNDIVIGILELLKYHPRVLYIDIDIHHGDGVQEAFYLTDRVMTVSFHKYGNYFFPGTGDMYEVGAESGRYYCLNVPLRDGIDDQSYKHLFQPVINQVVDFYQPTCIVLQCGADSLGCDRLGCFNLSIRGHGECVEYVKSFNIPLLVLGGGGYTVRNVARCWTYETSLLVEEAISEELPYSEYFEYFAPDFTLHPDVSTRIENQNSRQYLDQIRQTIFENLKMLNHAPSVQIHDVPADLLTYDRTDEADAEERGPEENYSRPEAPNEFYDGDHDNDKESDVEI
HIF activator: HIF pathway transcriptional activation. U2OS HRE-luciferase reporter, luminescence; normalized: DMSO 0%, desferrioxamine 100%. activation, % at 7.5 µM (by protocol). 0.32% of 300,000 active. AID 1910;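 active means mean activation of at least 10% of the iron chelator positive control signal, with at least half of replicates also reaching 10%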
AI-2 QS modul: modulators of Vibrio harveyi AI-2 quorum sensing system. activity change, % at 7.5 µM. Vibrio harveyi JMH597 AI-2 luminescence/OD600 ratio, 9 h; hits give low values; strain lacks LuxN and CqsS sensors; 0 = neutral-control median. 0.4% of 300,000 active. AID 2094; in the data active means activity change below about -75%, passing the limit was not always enough;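 further: luminescence divided by OD600 gain over 9 h not by final OD600 alone; inactives centre near 13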
aSyn UTR inh: MLPCN primary screen, SNCA 5' untranslated region. AID 1813. 0.82% of 300,000 active. inhibition, % (tested at 7.5 µM). alpha-synuclein 5'UTR reporter, inhibitor activity; in the data active means inhibition above about 60%;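 further: H4 neuroglioblastoma cells stably carrying SNCA 5'UTR luciferase fusion; 0% = DMSO wells and 100% = positive control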
IEC-6 cytotox: IEC-6 cytotoxicity, counter-screen for KLF5 inhibitors. inhibition, % at 5 µM. 0.78% of 290,000 active. luminescence viability; in the data active means inhibition above about 22%;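 further: 0% = plate median of test compound wells and 100% = cytotoxic reference compound wells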
Active calls of the source: *; x = not tested or not shown. This is a random part of the collection; 5% or so of the library scored in one or more.

SMILES	Platelet DG rel	HSF1 inh	KLF5 inh	HSF-1 act	HSP90 refold inh	HDAC3 inhib	HIF activator	AI-2 QS modul	aSyn UTR inh	IEC-6 cytotox
Cc1ccc2nc(N/C(N)=N/S(=O)(=O)c3ccc([N+](=O)[O-])cc3)nc(C)c2c1	-13	21	-31	29	-1	15	-0.3	3	-17	1
Cc1nn(C)c(C)c1CN(Cc1nc(CCC(C)C)no1)C(C)C	1	-5	6	-12	-4	1	-0.5	0	1	9
COc1ccccc1N(CC(=O)NC1CCCCC1)C(=O)Cn1nnc(-c2ccc(C)o2)n1	5	9	-8	-9	6	x	1.2	14	-7	4
COc1ccc(S(=O)(=O)N2CCOCC2)cc1C(=O)Nc1nc2ccccc2s1	9	-9	-35	-7	2	-2	0.1	15	1	-7
COc1ccc(NC(=S)NC(=O)C2CCCCC2)cc1	4	34	-30	44	0	-2	3.0	15	-86	-3
COC(=O)c1ccc(NC(=O)CN(c2ccc3c(c2)OCO3)S(C)(=O)=O)cc1	1	17	0	19	4	7	0.1	14	-33	0
COc1ccccc1N1C(=O)CC(N2CCN(c3ccc([N+](=O)[O-])cc3)CC2)C1=O (centres undefined)	6	-3	-34	15	3	2	0.0	4	-2	5
COc1cc(NC2c3ccccc3C(=O)N2Cc2ccccc2Cl)cc(OC)c1 (centres undefined)	2	10	-17	29	0	2	0.0	16	21	2
Cc1ccc(S(=O)(=O)N2CCOCC2)cc1NC(=O)CSc1ccc(Cl)cc1	x	4	x	19	x	0	2.1	15	1	x
O=C(COC(=O)C1(c2ccc(Cl)cc2)CCCC1)Nc1ncc(C(F)(F)F)cc1Cl	-2	-6	3	4	-3	-1	0.1	5	-5	-8
COc1ccc(CCCC(=O)N/N=C/c2cccc(OC)c2O)cc1C	3	0	-18	11	-6	-6	7.3	0	74*	3
CS/C(=C(/C#N)S(=O)(=O)c1ccc(Cl)cc1)N1CCOCC1	0	8	-5	3	1	4	-0.4	17	21	3
Cc1ccc(Cl)cc1S(=O)(=O)N1CCC(C(=O)NC2CCN(Cc3ccccc3)CC2)CC1	-1	5	-19	8	-4	6	-0.1	31	-15	0
COc1ccc(-c2nnc(NC(=O)CSc3ccc(C)cc3)s2)cc1OC	-1	-12	-18	4	-3	-6	0.0	19	19	0
Cc1cccc(NC2=C(Cl)C(=O)OC2NC(=O)c2ccccc2)c1 (centres undefined)	5	-1	-11	-14	5	6	-0.5	7	-14	4
COc1ccc(C(=O)Nc2ccc(S(=O)(=O)N3CCCCC3C)cc2)c(OC)c1OC (centres undefined)	4	-2	-23	-9	0	-1	-0.4	17	8	-4
COc1ccccc1CNC(=O)CCCn1nc(C)n2ccnc2c1=O	10	-4	-7	8	0	0	-0.4	21	7	10
O=C(NCCSc1ccc(Cl)cc1)c1ccc(CN2CCOCC2)cc1	-2	-25	-8	-39	-4	-10	-0.4	26	-8	-7
O=C(CN1CCN(Cc2ccc(F)cc2Cl)C1=O)NCc1cccs1	-6	-6	-11	-2	5	-2	-0.6	36	3	-1
CN1CCN(NC(=O)Nc2cccc(Cl)c2Cl)CC1	8	-14	6	-2	-1	-3	0.0	2	18	-2
O=S1(=O)NC(=NCCOCCO)c2ccccc21	-8	-4	-26	26	0	0	-1.2	23	-3	-1
Cc1cc(S(=O)(=O)N2CCOCC2)ccc1OCC(=O)N1CCCCC1	1	-8	2	-6	0	-9	1.5	27	15	-6
C=CCn1cc(C(=O)NCCCOC)c(=O)c2cc(S(=O)(=O)N(CC)CC)ccc21	1	-2	-5	6	-1	0	-0.1	13	-4	6
O=C(Nc1ccc2c(c1)OCO2)N1CCN(c2ccc(F)cc2)CC1	-11	-13	-73	-1	-4	2	2.8	15	-122	-1
O=C(O)CSC(=S)N1CCCC1	-1	-2	-1	-1	1	3	0.5	-13	9	3
OCCN1CCN(CC#CCC(c2ccccc2)c2ccccc2)CC1	5	5	4	6	3	3	0.3	4	1	2
COc1cccc(NC(=S)/C(=C(\[O-])c2ccc(C)c([N+](=O)[O-])c2)[n+]2ccccc2)c1	10	7	-18	9	-4	0	1.4	27	-60	2
COc1ccc(-c2cc(C(F)(F)F)c(C#N)c(SCC(=O)Nc3nc(C)co3)n2)cc1	9	3	-3	-10	-3	2	1.6	16	7	-6
COc1cc(CNCCN(C)C)ccc1OCc1c(F)cccc1Cl	14	-1	4	-4	-4	-1	0.0	11	-14	-9
CC(/C=N/Nc1nc(C)cc(=O)[nH]1)=C\c1ccccc1	0	-1	-14	2	-2	5	0.5	27	-67	-2

Single values from the results shown.
CN1CCN(NC(=O)Nc2cccc(Cl)c2Cl)CC1 in AI-2 QS modul reads 2
C=CCn1cc(C(=O)NCCCOC)c(=O)c2cc(S(=O)(=O)N(CC)CC)ccc21 in HIF activator reads -0.1
O=C(CN1CCN(Cc2ccc(F)cc2Cl)C1=O)NCc1cccs1 in KLF5 inh reads -11
O=C(O)CSC(=S)N1CCCC1 in IEC-6 cytotox reads 3
COc1ccc(C(=O)Nc2ccc(S(=O)(=O)N3CCCCC3C)cc2)c(OC)c1OC (centres undefined) in HDAC3 inhib reads -1

Grouped by structure: the entries above containing a cyano group (two)
SMILES	Platelet DG rel	HSF1 inh	KLF5 inh	HSF-1 act	HSP90 refold inh	HDAC3 inhib	HIF activator	AI-2 QS modul	aSyn UTR inh	IEC-6 cytotox
CS/C(=C(/C#N)S(=O)(=O)c1ccc(Cl)cc1)N1CCOCC1	0	8	-5	3	1	4	-0.4	17	21	3
COc1ccc(-c2cc(C(F)(F)F)c(C#N)c(SCC(=O)Nc3nc(C)co3)n2)cc1	9	3	-3	-10	-3	2	1.6	16	7	-6

Entries above marked active in aSyn UTR inh.
SMILES | Platelet DG rel | HSF1 inh | KLF5 inh | HSF-1 act | HSP90 refold inh | HDAC3 inhib | AI-2 QS modul | aSyn UTR inh
COc1ccc(CCCC(=O)N/N=C/c2cccc(OC)c2O)cc1C | 3 | 0 | -18 | 11 | -6 | -6 | 0 | 74*

Continuation.
SMILES	Platelet DG rel	HSF1 inh	KLF5 inh	HSF-1 act	HSP90 refold inh	HDAC3 inhib	HIF activator	AI-2 QS modul	aSyn UTR inh	IEC-6 cytotox
COc1cc(/C=N\NC(=O)c2ccc(Cn3nc([N+](=O)[O-])c(Cl)c3C)o2)ccc1O	5	-2	9	-1	-1	14	-0.2	23	-4	-2
Fc1ccc(CSc2nnc3ccc(-c4ccncc4)nn23)cc1	9	-4	-5	2	-2	-1	0.6	-3	25	-6
O=C(CCCN1C(=O)c2ccccc2C1=O)N1CCN(c2ccccn2)CC1	2	-9	3	-7	4	-2	0.5	3	34	0
COc1cc(CNCc2cccs2)ccc1OCC(=O)NC(C)(C)C	-11	-3	-15	11	0	-1	x	4	15	2
CCn1c(COc2ccc3c(c2)CCCC3)nnc1SCC(=O)Nc1ccc(C(=O)OC)cc1	-8	6	4	16	-4	-4	0.3	25	22	7
COc1ccccc1/C=C/C=N/N1CCN(Cc2ccc(Cl)cc2)CC1	-2	15	-13	22	-3	1	-0.2	14	-14	0
Cc1cc(OCC(C)C)ccc1/C(O)=C1/C(=O)C(=O)N(Cc2cccnc2)C1c1ccncc1 (centres undefined)	-2	3	12	-5	-3	-2	-0.1	6	-38	-4
CCCCNC(=O)CC(NS(=O)(=O)c1ccc(C)cc1)c1ccco1 (centres undefined)	13	2	-23	0	2	6	-0.5	-2	24	4
CN(C)c1ccc(C(=O)N2CC(=O)N(CCc3ccccc3)C(=O)C2)cc1	-3	4	2	13	-1	8	0.1	-1	12	-1
Oc1ccc(Oc2ccc(Oc3ccc(O)cc3)cc2)cc1	-4	9	-20	19	-3	8	0.7	39	16	42*
COc1ccc(C2(CNC(=O)Cc3ccc(OC)c(OC)c3)CCCC2)cc1	-2	5	6	6	-4	-1	0.3	8	14	1
COc1ccc(N=Nc2nc3ccc(Br)cc3n2C)cc1	11	24	-28	48	2	-2	2.4	14	-113	19
CCCCSCCCNC(=O)CS(=O)Cc1nc(-c2cccc(C)c2)oc1C (centres undefined)	3	4	-15	17	-2	-1	4.6	14	16	2
Cc1cc(C(C)(C)C)oc1C(=O)N(CC(=O)NC1CCCC1)c1cccc(C(F)(F)F)c1	-1	-4	5	-12	3	11	-0.2	13	32	4
Oc1ccccc1Nc1nc(NCc2ccco2)c2ccccc2n1	13	13	16	-6	28*	4	-0.3	-10	12	8
COC(=O)CCC(=O)N1CCCC(CNS(=O)(=O)c2ccc(OC)cc2)C1 (centres undefined)	1	-3	-5	-14	0	6	-0.5	39	-10	-4
CN(c1ccccc1)c1nc(N)c([N+](=O)[O-])c(Nc2ccc(F)cc2)n1	-7	-9	-28	-19	-4	1	-1.2	6	24	-8
N#Cc1ccc(Oc2nc(C(N)=O)cc(-c3ccccc3)n2)cc1	0	-9	-12	-19	1	0	-0.1	21	13	1

In the list so far, these contain a CF3 group.
SMILES	Platelet DG rel	HSF1 inh	KLF5 inh	HSF-1 act	HSP90 refold inh	HDAC3 inhib	HIF activator	AI-2 QS modul	aSyn UTR inh	IEC-6 cytotox
O=C(COC(=O)C1(c2ccc(Cl)cc2)CCCC1)Nc1ncc(C(F)(F)F)cc1Cl	-2	-6	3	4	-3	-1	0.1	5	-5	-8
COc1ccc(-c2cc(C(F)(F)F)c(C#N)c(SCC(=O)Nc3nc(C)co3)n2)cc1	9	3	-3	-10	-3	2	1.6	16	7	-6
Cc1cc(C(C)(C)C)oc1C(=O)N(CC(=O)NC1CCCC1)c1cccc(C(F)(F)F)c1	-1	-4	5	-12	3	11	-0.2	13	32	4
